Assay outcomes (PubChem BioAssay)
Mtb RmlCD inh: M. tuberculosis RmlC/RmlD inhibition. P9WH09+P9WH11. inhibition, % at 3.6 µM. RmlC+RmlD coupled enzyme assay, percent inhibition; primary screen in compound mixtures. actives 0.03% (n = 160,000); in the data active = inhibition mostly above about 34%, no sharp cut-off; also: some results filed as inactive read as strong as hits
Target sequence (P9WH09 whole entry, looked up): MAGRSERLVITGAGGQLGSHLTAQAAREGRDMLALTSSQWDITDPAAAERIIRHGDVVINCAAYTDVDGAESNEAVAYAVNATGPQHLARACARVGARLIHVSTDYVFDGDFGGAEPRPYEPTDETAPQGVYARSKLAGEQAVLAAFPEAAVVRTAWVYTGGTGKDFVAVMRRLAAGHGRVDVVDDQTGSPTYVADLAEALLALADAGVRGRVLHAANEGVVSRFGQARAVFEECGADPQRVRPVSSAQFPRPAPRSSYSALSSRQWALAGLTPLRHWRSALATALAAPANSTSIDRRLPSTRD
Target sequence (P9WH11 whole entry, looked up): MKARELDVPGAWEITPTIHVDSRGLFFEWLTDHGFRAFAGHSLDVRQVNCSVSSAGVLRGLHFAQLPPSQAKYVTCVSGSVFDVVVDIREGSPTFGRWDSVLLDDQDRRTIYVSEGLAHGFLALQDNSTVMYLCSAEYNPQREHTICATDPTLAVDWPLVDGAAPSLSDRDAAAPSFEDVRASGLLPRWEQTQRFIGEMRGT
M. tuberculosis GlmU: inhibition of mycobacterial GlmU enzyme – biochemical, glucosamine-1-phosphate acetyltransferase (AID 1376) | inhibition, %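 (tested at 30 µM in the primary screen)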, or IC50 in µM where a hit was titrated | M. tuberculosis GlmU acetyltransferase enzyme assay; higher % means a stronger effect | actives 0.25% (n = 220,000); in the data active = inhibition above about 13%;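 also: 0% = complete reaction with vehicle and 100% = reaction without substrate; strong numbers were not always called active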
Active calls of the source: *; · = no result given; & = joins results of further samples. These rows are one share of the data; rates above refer to the full screens.

Every second line gives: Mtb RmlCD inh	M. tuberculosis GlmU
- COc1cc2cc(C(=O)N3CCN(Cc4ccc5c(c4)OCO5)CC3)c(=O)oc2cc1OC
→ 1	5.1%
- CC(C)NC(=O)CSc1nc2ccccc2n1CC(=O)N1CCc2ccccc21
→ ·	6.0%
- COCCn1c(N)c(C(=O)NS(=O)(=O)c2ccc(C)cc2)c(=O)[nH]c1=O
→ -6	2.4%
- CN(/N=C/C=C/c1ccccc1)C1=NS(=O)(=O)c2ccccc21
→ 0	-3.5%
- COc1ccc(CCNC(=O)COc2ccc(-c3ccccc3)cc2)cc1OC
→ 13	-11%
- CCC(CC)c1nn2c(N)c(/C=C3\C=Nc4ccccc43)c(=O)nc2s1
→ 10	1.6%
- O=C(Nc1ccc(Nc2ccccc2)cc1)C(Cl)Cl
→ ·	-5.0%
- COc1ccc(C(=O)c2ccc(OC)cc2O)c(O)c1
→ -9	-1.8%
- Cn1c(Sc2ccc(C(F)(F)F)cc2[N+](=O)[O-])nnc1-c1ccccc1
→ ·	1.3%
- N#Cc1ccccc1NC1=CC(=O)CCC1
→ ·	-6.4%
- CCOC(=O)CSc1nc2c([nH]c3ccccc32)c(=O)n1C
→ 45	5.2%
- CCCCC(=O)NS(=O)(=O)c1ccc(N=NN(CC)CC)cc1
→ -5	2.2%
- CC1=NN(C(=O)Cc2ccc(C)cc2)C(O)(c2cccnc2)C1 (stereo unspecified)
→ -7	-0.2%
- CCC(=O)Nc1ccc2c(c1)C(=O)N(C1CCCCC1)C2=O
→ 71	1.6%
- CCc1cc(=O)oc2cc(C)c(CN3CCCCC3)c(O)c12
→ 11	3.7%
- COc1ccc(-c2ccc([C@H]3[C@H]4C=CC[C@@H](C)[C@@H]4C(=O)N3Cc3ccccc3)c(F)c2)cc1C
→ ·	11%
- CCOc1ccc2nc(SCC(=O)NC3CCS(=O)(=O)C3)[nH]c2c1 (stereo unspecified)
→ 9	2.4%
- CS(=O)(=O)NN1C(=O)c2ccccc2NC1c1ccccc1 (stereo unspecified)
→ -1	-1.8%
- CC(C)(O)C#Cc1ccc(C(=O)N2CCN(c3ccc(Cl)cc3)CC2)cc1
→ -10	·
- CCOC(=O)C1CCN(S(=O)(=O)c2ccc(-c3ccccn3)s2)CC1
→ 5	-0.9%
- NS(=O)(=O)c1ccc(CCNC(=O)NC2CCCCC2)cc1
→ 14	-2.0%
- Nc1nonc1C(=O)N/N=C/c1cc(Br)ccc1O
→ -2	9.2%
- CC(=O)O/N=C(\N)Cc1ccc(-c2csnn2)cc1
→ -4	-1.4%
- CNC(=O)CSc1nc2[nH]ncc2c(=O)[nH]1
→ -2	-0.2%
- Cn1nc(C(F)(F)F)c(-c2cccc(C(F)(F)F)c2)c1NC(=O)c1ccco1
→ 4	2.9%
- Cc1ccc(NC(=O)C2CCCN2S(=O)(=O)c2ccc3c(c2)n(C)c(=O)c(=O)n3C)c(C)c1 (stereo unspecified)
→ -12	-0.3%
- CCCCCCCCS(=O)CCC(=O)O (stereo unspecified)
→ -10	-4.5%
- CCn1cc([N+](=O)[O-])c(C(=O)N2N=C(c3ccc(OC)cc3OC)CC2c2ccccc2O)n1 (stereo unspecified)
→ -3	-5.5%
- O=C1Nc2cc(Cl)c(Cl)cc2N(O)N1c1ccccc1
→ 10	-1.6%
- O=C(COc1ncnc2sccc12)Nc1ccc(F)cc1F
→ 7	-3.1%
- O=C(O)c1cc(S(=O)(=O)N2CCOCC2)c(Sc2ccccn2)cc1Sc1ccccn1
→ 6	-1.1%
- O=c1c2ccc([N+](=O)[O-])cc2ncn1CCOc1ccccc1
→ -7	-2.6%
- Cc1ccc2cc(C#N)c(N3CCCN(S(=O)(=O)c4ccccc4)CC3)nc2c1
→ ·	1.2%
- Cn1nc(C(=O)N2CCCc3ccccc32)c2ccccc2c1=O
→ -7	-2.1%
- CCc1cccc2c1NC(=O)[C@]21[C@@H]2C(=O)N(Cc3ccccc3)C(=O)[C@@H]2[C@@H]2CCCN21
→ 7	3.7%
- CC(NC(=O)CNC(=O)C(Cc1ccccc1)NC(=O)OCc1ccccc1)C(N)=O (stereo unspecified)
→ 45	1.3%
- CC(C)NC(=O)c1onc(CSc2ccc(F)c(F)c2)c1C(=O)NC(C)C
→ ·	2.5%
- O=C(NCCOC(=O)c1cccs1)c1cccnc1
→ 8	0.1%
- CCOC(=O)CSc1nnc(NC(=O)c2cc([N+](=O)[O-])cc([N+](=O)[O-])c2)s1
→ -1	0.8%
- Cc1cc(F)ccc1NCC(=O)Nc1ccccc1Br
→ 10	-1.6%
- C=CCn1c(-c2cccnc2Cl)nc2ccccc21
→ 1	-1.4%
- O=c1c(-c2ccco2)[n+]([O-])c2ccccc2n1OCc1ccccn1
→ ·	4.1%
- CC1(C)CC(=O)C([N+](=O)[O-])=C(NCCCC(=O)O)C1
→ ·	-1.5%
- CC(C)Cn1c(SCC(=O)NCc2ccco2)nnc1-c1ccncc1
→ 7	-1.5%
- O=C(Nc1nc(-c2ccccc2)c(C(=O)c2ccccc2)s1)c1ccc(S(=O)(=O)N2CCCC2)cc1
→ -8	-2.6%
- CC(C)OCCCNC(=O)CN1CCN(Cc2ccccc2Cl)C1=O
→ -7	-2.5%
- NS(=O)(=O)c1ccc(NC(=O)C2CCCO2)cc1 (stereo unspecified)
→ ·	4.8%
- COc1ccc2nc(SCC(=O)Nc3c(C)cccc3C)[nH]c2c1
→ ·	-4.5%
- Cc1ccnc(NS(=O)(=O)c2ccc(NS(C)(=O)=O)cc2)n1
→ 10	5.8%
- O=C(N/N=C/c1cc(Br)cs1)c1ccccc1[N+](=O)[O-]
→ -9	2.0%
- COc1ccc(C2C(C(C)=O)=C(O)C(=O)N2CCc2c[nH]c3ccccc23)cc1 (stereo unspecified)
→ 21	3.0%
- CC1CCCCC1NC(=O)C1CCN(S(=O)(=O)c2ccc(-n3cnnn3)cc2)CC1 (stereo unspecified)
→ ·	0.5%
- O=C(CSc1nnc(-c2ccc(Cl)s2)o1)N1CCCc2ccccc21
→ 13	-3.9%
- CCn1cc(CN(C)C(=O)/C=C/c2ccc([N+](=O)[O-])cc2)c(C)n1
→ -5	2.3%
- COc1ccc(NC(=O)Nc2cc(C)ccc2F)cc1OC
→ 11	-1.3%
- COc1ccccc1C(=O)Nc1nnc(-c2ccc3c(c2)CCCC3)o1
→ 6	-2.5%
- O=C(CNCc1ccccn1)Nc1cc(C(F)(F)F)ccc1N1CCOCC1
→ 9	·
- COc1cccc(NC(=O)Cn2c(CCC(=O)O)ccc2-c2ccc(C)cc2)c1
→ ·	-0.8%
- C[N+]1(C)CCc2cc3c(cc2[C@H]1[C@@H]1OC(=O)c2c1ccc1c2OCO1)OCO3
→ 3	4.7%&-5.0%
- COCCCNCCC(CCC(C)C)c1ccc2c(c1)OCO2 (stereo unspecified)
→ -7	-1.9%

Taken from the results shown (13 entries):
Every second line gives: Mtb RmlCD inh	M. tuberculosis GlmU
- COc1ccc2nc(SCC(=O)Nc3c(C)cccc3C)[nH]c2c1
→ ·	-4.5%
- Cc1ccnc(NS(=O)(=O)c2ccc(NS(C)(=O)=O)cc2)n1
→ 10	5.8%
- O=C(N/N=C/c1cc(Br)cs1)c1ccccc1[N+](=O)[O-]
→ -9	2.0%
- COc1ccc(C2C(C(C)=O)=C(O)C(=O)N2CCc2c[nH]c3ccccc23)cc1 (stereo unspecified)
→ 21	3.0%
- CC1CCCCC1NC(=O)C1CCN(S(=O)(=O)c2ccc(-n3cnnn3)cc2)CC1 (stereo unspecified)
→ ·	0.5%
- O=C(CSc1nnc(-c2ccc(Cl)s2)o1)N1CCCc2ccccc21
→ 13	-3.9%
- CCn1cc(CN(C)C(=O)/C=C/c2ccc([N+](=O)[O-])cc2)c(C)n1
→ -5	2.3%
- COc1ccc(NC(=O)Nc2cc(C)ccc2F)cc1OC
→ 11	-1.3%
- COc1ccccc1C(=O)Nc1nnc(-c2ccc3c(c2)CCCC3)o1
→ 6	-2.5%
- O=C(CNCc1ccccn1)Nc1cc(C(F)(F)F)ccc1N1CCOCC1
→ 9	·
- COc1cccc(NC(=O)Cn2c(CCC(=O)O)ccc2-c2ccc(C)cc2)c1
→ ·	-0.8%
- C[N+]1(C)CCc2cc3c(cc2[C@H]1[C@@H]1OC(=O)c2c1ccc1c2OCO1)OCO3
→ 3	4.7%&-5.0%
- COCCCNCCC(CCC(C)C)c1ccc2c(c1)OCO2 (stereo unspecified)
→ -7	-1.9%

Remaining list, next part.
Every second line gives: Mtb RmlCD inh	M. tuberculosis GlmU
- CCn1c(SCC(=O)N/N=C/c2ccc(O)c(OC)c2)nc2ccccc21
→ -10	-3.4%
- COC(=O)C1=C(C)NC(=O)CC1c1ccccc1OC (stereo unspecified)
→ ·	3.7%
- Cc1ccccc1-n1nc2c(c1NC(=O)c1c(-c3ccccc3Cl)noc1C)CS(=O)(=O)C2
→ 5	·
- CCOC(=O)c1ccc(NS(=O)(=O)c2cc(C)ccc2OC)cc1
→ 4	1.3%
- O=C(NNc1cccc(Cl)n1)c1ccc(Cl)cc1Cl
→ 13	-1.5%
- Cc1ccc(S(=O)(=O)N2CCN(C(=O)c3ccccc3)CC2)cc1
→ -1	3.2%
- COc1ccc(CCN2C(=O)N(c3ccc(OC)cc3)C(=O)C2CC(=O)Nc2ccccc2)cc1 (stereo unspecified)
→ -2	-0.5%
- CCCCOC(=O)c1ccc(NC(=O)c2ccccc2OC)cc1
→ 4	1.3%
- CCC(=O)Nc1cccc(NC(=O)CSc2nnnn2Cc2ccccc2)c1
→ ·	-2.3%
- CCNC(=O)CN(CCc1ccccc1)S(C)(=O)=O
→ 30	0.4%
- Cc1csc(NC(=O)CSc2nc3ccccc3s2)n1
→ 1	-1.7%
- O=C(c1ccco1)N1CCN=C1SCc1ccccc1Cl
→ -7	0.9%
- Cc1ccc(Oc2ncnc(N)c2[N+](=O)[O-])cc1C
→ -8	-0.1%
- O=C(COc1ccc(CO)cc1Cl)Nc1ccc(F)cc1
→ -4	2.3%
- Cc1cc(C)c(NC(=O)/C=C\C(=O)O)c([N+](=O)[O-])c1
→ ·	-0.5%
- CC(=O)COC(=O)C1CCN(S(=O)(=O)c2cc([N+](=O)[O-])ccc2Cl)CC1
→ -6	2.2%
- O=S(=O)(F)c1ccc2nc(-c3cccc(Sc4ccccc4)c3)cc(Cl)c2c1
→ 6	-0.1%
- CC1CCCCN1S(=O)(=O)c1ccc(N(C(=O)c2cnccn2)C(C(=O)NC2CCCCC2)c2cccs2)cc1 (stereo unspecified)
→ 9	-4.2%
- Nc1cc(-c2cccc(Br)c2)nn1Cc1ccccc1
→ 8	7.4%
- O=C(Nc1ccc(N2CCN(C(=O)c3ccco3)CC2)cc1)c1ccco1
→ -8	3.6%
- CCC(=O)N1CCCc2cc(S(=O)(=O)N3CCN(c4ncccn4)CC3)ccc21
→ ·	5.0%
- COc1cccc(CN2CCCCC2C(=O)O)c1 (stereo unspecified)
→ 2	-5.7%
- COC(=O)c1cc2sc(Cl)cc2n1Cc1nc(-c2cccc(C)c2)oc1C
→ -2	-2.1%
- O=C(NNC1=Nc2ccccc2SC1)c1ccc(Cl)cc1
→ -11	-2.2%
- Cc1ccc(C)c2[nH]c(=O)c(CCNS(=O)(=O)c3ccccc3)cc12
→ 9	-4.6%
- Nc1ncnc(Nc2ccc(S(N)(=O)=O)cc2)n1
→ -10	-0.8%
- Cc1ccc(NC(=O)CCn2nnc3ccccc32)c(C)c1
→ -13	1.8%
- CN1C2CCC1CC(OC(c1ccccc1)c1ccccc1)C2 (stereo unspecified)
→ ·	7.5%
- C#CCNC(=O)C1=C[C@@H](C2CC2)[C@H](CCCO)[C@@H](OCC)O1
→ ·	1.1%
- O=C(CCCC(=O)NCC1CCCO1)NCC1CCCO1 (stereo unspecified)
→ -10	-1.8%

Going on with the list:
molecule | Mtb RmlCD inh | M. tuberculosis GlmU
COC(=O)c1cc(OC)c(OC)cc1NC(=O)CSc1nnc(-c2cccnc2)n1C | -1 | -0.1%
COCCNC(=S)N/N=C/c1c(C)[nH]c2ccccc12 | 7 | 5.4%
O=[N+]([O-])c1ccc(-n2nnnc2-c2ccccc2)c([N+](=O)[O-])c1 | · | -5.3%
O=C(CCNC(=O)c1ccccc1)OCC(=O)c1cccc(Cl)c1 | 13 | -7.2%
Cc1ccc(Nc2nc(N)c([N+](=O)[O-])c(NCCO)n2)cc1C | -5 | 4.7%
COc1ccc(CN(CC(=O)NC2CCCC2)C(=O)c2onc(C(N)=O)c2N)cc1 | · | -1.4%
Cc1nc([N+](=O)[O-])cn1CC(O)c1ccccc1 (stereo unspecified) | 3 | 1.8%
O=C(C1CCCC1)N1CCC(CO)(Cc2ccccc2Cl)CC1 | -6 | -7.0%
COC(=O)c1sccc1NC(=O)CC1C(=O)NCCN1C(=O)c1ccccc1 (stereo unspecified) | -13 | 4.0%
NNC(=O)c1ncoc1-c1ccc(Cl)cc1 | · | 1.7%
Cc1ccc(C2(COC(=O)C(C)C)CO2)c(OC(=O)C(C)C)c1 (stereo unspecified) | · | -0.4%
O=C1CCCC/C1=N\Nc1ccc(OCc2ccccc2)cc1 | · | -4.0%
COc1ccc(OC)c(N=CC2=C(O)CC(C)(C)CC2=O)c1 | 4 | -2.6%
Cc1cc(C)nc(N(C#N)Cc2ccc([N+](=O)[O-])cc2)n1 | 3 | 2.0%
Cc1cc(C(=O)NNc2ccc(Cl)cc2)no1 | 9 | 1.7%
CCOC(=O)N1CCN(C(=O)/C(=C/c2ccc(Br)cc2)NC(=O)c2ccc(OC)cc2)CC1 | -1 | -1.6%
Cc1ccc(S(=O)(=O)N2CCCCC2)cc1C(=O)Nc1cccnc1 | 2 | 3.4%
CCn1cc(C(=O)Nc2ccc(C)c([N+](=O)[O-])c2)cn1 | · | 8.7%
O=P(Cc1ccccn1)(c1ccccc1)c1ccccc1 | · | -2.0%
CCOC(=O)Cn1cc(C(=O)c2cccs2)c2ccccc21 | -10 | 2.5%
